MEX-5 binding: MEX-5 zinc finger RNA-binding disruptors – biochemical, C. elegans, fluorescence polarization, MLPCN library, primary screen. Zinc finger protein mex-5 (Caenorhabditis elegans), Q9XUB2. MEX-5/FITC-TCR2 RNA binding; hits give low values. activity score (negative = inhibition of binding), % at 10 µM. 0.38% of 300,000 active;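 active = inhibition past about -25% in most replicates, and total fluorescence under double the plate's negative control median, limit read from the data; inconclusive = replicates evenly split on the limit, or fluorescence at least double controls; inactive = too little inhibition in most replicates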;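 also: 0% = DMSO and -100% = 5 µM competing unlabeled TCR2 RNA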
AGP1 TOR yeast: modulators of AGP1-GFP expression in yeast TOR pathway, primary screen, cell-based, multiplex flow cytometry, S. cerevisiae, MLPCN library; 3 h; GFP as percent of DMSO wells; GFP response vs DMSO, % at 10 µM; 0.02% of 320,000 active; AID 2066, 2009;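 active = GFP response relative to DMSO above a set limit, near screen average plus 3 SD, cut at about 150% in these data; inconclusive = fewer than 70 cells counted for the yeast strain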;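 also: median GFP channel fluorescence of the gated AGP1 strain per well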
GLD-1 TGE inh: GLD-1/TGE RNA complex disruptors, primary screen, biochemical, fluorescence polarization | 0.44% of 320,000 active | inhibition, % at 5.96 µM | Female germline-specific tumor suppressor gld-1 (Caenorhabditis elegans), Q17339 | purified GLD-1 + fluorescein TGE RNA;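 active = percent inhibition above a per-plate cutoff, the plate mean of test compounds plus 3 SD, cut at about 30% in these data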;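 also: 0% = DMSO wells with GLD-1 and probe and 100% = wells lacking GLD-1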
MCL1-BIM inh: inhibitors of MCL1 binding to BIM-BH3, primary screen, biochemical, fluorescence polarization | Induced myeloid leukemia cell differentiation protein Mcl-1 (Homo sapiens), Q07820 | GST-MCL1 / FITC-Bim-BH3 fluorescence polarization | inhibition, % at 10.9 µM | 0.68% of 320,000 active;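 active = inhibition above the mean inhibition of all tested compounds plus 3 SD, set per campaign, cut at about 40% in these data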;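 also: 0% = DMSO wells and 100% = unlabeled Bim-BH3 peptide control; higher means more loss of mP so more displacement of Bim peptide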
BCLXL inh: inhibitors of human Bcl-xL, primary screen, biochemical, fluorescence polarization, HTS. Bcl-2-like protein 1 (Homo sapiens), Q07817. GST-Bcl-xL / FITC-Bim BH3 peptide fluorescence polarization. inhibition, % at 10.9 µM. 0.7% of 320,000 active. AID 2129, 2009;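 active = inhibition above the mean of all tested compounds plus 3 SD, cutoff set per campaign, cut at about 30% in these data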;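 also: 0% = DMSO wells and 100% = unlabeled Bim-BH3 peptide competitor; inhibitors lower millipolarization by displacing the labeled peptide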
Target sequence (Q07817 whole entry, looked up): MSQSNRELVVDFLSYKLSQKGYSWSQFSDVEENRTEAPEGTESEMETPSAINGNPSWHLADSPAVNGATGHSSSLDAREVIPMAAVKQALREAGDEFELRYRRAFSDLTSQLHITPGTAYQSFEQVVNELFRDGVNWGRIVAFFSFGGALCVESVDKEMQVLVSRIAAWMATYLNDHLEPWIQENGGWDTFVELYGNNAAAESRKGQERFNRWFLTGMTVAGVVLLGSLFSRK
Yeast superoxide: reduction of superoxide in aged yeast, primary screen, HTS. superoxide response (% of plate mean), % at 10 µM. 0.18% of 330,000 active. S. cerevisiae aged cells, superoxide DHE fluorescence; hits give low values;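 active = superoxide response under a set limit, about three screen SD below normal, cut at about 65% in these data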;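 also: yeast aged for seven days with compound at 30 °C before DHE staining; 100% = average MFI of all compound-treated wells on the plate with controls excluded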
VLA-4 inh: inhibition in human VLA-4 binding assay, primary screen, VLA-4 allosteric modulator project, MLPCN library, flow cytometry, VLA-4 expressing cells; Integrin alpha-4 (Homo sapiens), P13612; ligand binding flow cytometry; inhibition, % (about 7 µM as worked out from the volumes in the protocol); 0.2% of 330,000 active; in the data active = inhibition above about 50%
CIT2 TOR yeast: modulators of CIT2-GFP expression in yeast, primary screen, S. cerevisiae, GFP fusion, multiplex flow cytometry, MLPCN library; S. cerevisiae CIT2-GFP strain, 3 h; 100 means same as DMSO wells; GFP response vs DMSO, % at 10 µM; 0.065% of 320,000 active; AID 2029, 2009;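 active = GFP response relative to DMSO above a set limit, near the screen mean plus 3 SD, cut at about 150% in these data; inconclusive = Fewer than 70 cells measured for a yeast strain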;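 also: ratio of well median GFP fluorescence to mean of DMSO wells on the plate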
GRK2 aptamer HTS: compounds blocking aptamer binding on GRK2 – biochemical, human GRK2, bead flow cytometry, HTS, primary screen. Beta-adrenergic receptor kinase 1 (Homo sapiens), P25098. FAM-aptamer displacement from GRK2. inhibition of aptamer binding, % at 10 µM. 0.59% of 330,000 active. AID 488847, 2010;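 active = inhibition of aptamer binding above 40%, roughly 3 SD of noise, on plates passing a quality check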;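 also: median bead fluorescence of bound FAM aptamer so fluorescent compounds give negative values; no value below 0 was filed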
Target sequence (P25098 whole entry, looked up): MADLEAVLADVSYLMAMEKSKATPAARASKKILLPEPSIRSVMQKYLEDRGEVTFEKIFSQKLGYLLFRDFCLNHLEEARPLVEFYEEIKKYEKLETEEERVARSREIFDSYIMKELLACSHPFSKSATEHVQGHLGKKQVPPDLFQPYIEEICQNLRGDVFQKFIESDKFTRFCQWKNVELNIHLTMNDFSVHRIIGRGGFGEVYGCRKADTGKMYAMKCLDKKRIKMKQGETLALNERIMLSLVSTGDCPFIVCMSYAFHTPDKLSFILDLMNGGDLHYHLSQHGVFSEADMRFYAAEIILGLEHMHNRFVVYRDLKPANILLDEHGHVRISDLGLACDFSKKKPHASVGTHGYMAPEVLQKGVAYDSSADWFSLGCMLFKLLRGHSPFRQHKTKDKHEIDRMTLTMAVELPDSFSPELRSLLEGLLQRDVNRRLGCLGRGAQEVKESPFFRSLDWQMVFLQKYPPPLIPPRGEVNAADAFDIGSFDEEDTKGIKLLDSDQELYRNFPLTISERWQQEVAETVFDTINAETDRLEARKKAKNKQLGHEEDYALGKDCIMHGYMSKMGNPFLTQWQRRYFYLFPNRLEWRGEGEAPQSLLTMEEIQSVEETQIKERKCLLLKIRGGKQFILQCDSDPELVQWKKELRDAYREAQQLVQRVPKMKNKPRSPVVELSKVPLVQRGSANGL
The depositor's hits bear a star; ? = inconclusive; . = no result given.

Screens in order: MEX-5 binding	AGP1 TOR yeast	GLD-1 TGE inh	MCL1-BIM inh	BCLXL inh	Yeast superoxide	VLA-4 inh	CIT2 TOR yeast	GRK2 aptamer HTS
> Nc1nc(SCC(=O)c2c(N)n(Cc3ccccc3)c(=O)[nH]c2=O)n[nH]1
    0.7	99	1	-9	3	94	16	108	3
> Cc1cccn2c(=O)c(C=O)c(Sc3ncccn3)nc12
    -1.2	102	5	9	12	110	-17	101	4
> COc1ccc(C(CNC(=O)c2ccc(C)c(S(=O)(=O)N3CCCCC3)c2)N(C)C)cc1OC (centres undefined)
    -0.2	103	1	3	5	85	-6	107	4
> CCN(CCNC(=O)C1CCN(S(=O)(=O)CC)CC1)c1ccccc1
    -0.5	105	-2	-2	4	80	9	103	3
> CC12C(=O)N(c3cccc4cccnc34)C(=O)C1C1C=CC2C1 (centres undefined)
    1.5	105	5	-5	1	102	22	107	2
> O=C(CSc1nnc(-c2ccncc2)o1)N1CCc2ccccc2C1
    -1.2	98	-1	-1	-3	97	16	94	1
> CCOC(=O)Nc1ccc(NC(=O)c2ccccc2F)cc1
    -1.2	92	-6	3	3	120	8	92	0
> NC(=O)c1ccccc1NC(=O)CN1CCN(Cc2ccccc2)CC1
    1.3	107	2	-3	3	95	-2	113	0
> Cc1cccc(NC(=S)NCc2ccccc2)c1C
    2.9	92	4	1	2	83	3	88	3
> O=C(NC1CC1)C1CCC(=O)N1C1CCCC1 (centres undefined)
    0.5	104	-4	4	4	113	12	108	0
> COCCNc1nc2ccccc2n1CC(=O)c1ccc(OC)c(OC)c1
    2.8	102	-3	4	6	112	4	102	0
> COc1ccccc1C(=O)NCCCNC(=O)c1cccnc1
    -1.6	99	4	7	3	102	8	107	0
> O=C(COC(=O)c1c[nH]c2ccccc12)Nc1ccc(F)cc1
    .	94	-2	-1	4	95	6	95	1
> CN1CCCN(C(c2ccccc2)c2ccc(Cl)cc2)CC1 (centres undefined)
    -5.5	98	7	3	8	94	0	120	0
> CCC(C)Nc1nc2c(c(=O)[nH]c(=O)n2C)n1CCC(C)C (centres undefined)
    2.6	85	-1	5	3	110	-2	86	52*
> Cc1ccc(-c2n[nH]c(=S)n2/N=C\c2ccco2)cc1
    -1.4	88	-1	-11	-26	95	2	84	1
> CCc1nc2ccc(C(=O)O)cc2nc1CC
    0.8	.	13	9	12	91	-27	.	4
> Cc1cccc(C(=O)Nc2cccc(C(=O)N/N=C/c3cccc(C)n3)c2)c1
    -3.3	111	-1	-2	-3	112	5	107	0
> COc1ccc(CCNC(=O)CSc2nc(N)c(C#N)c(-c3cccs3)c2C#N)cc1OC
    1.9	112	-2	2	5	80	10	109	0
> Cc1ccc(C)c(S(=O)(=O)N2CCCC2CNC(=O)C(=O)NCCc2ccco2)c1 (centres undefined)
    -1.1	106	-2	0	5	97	7	99	4
> Cc1ccc(C(=O)Nc2cccc(N(C)S(C)(=O)=O)c2)cc1S(=O)(=O)Nc1ccccc1
    -0.9	84	2	0	5	117	-37	84	0
> CCCCCCNC(=O)C(C#N)c1nc2ccccc2nc1N1CCOCC1 (centres undefined)
    ?	91	3	2	3	102	-5	101	2
> N#Cc1c(NC(=O)C2CC(Cl)=CCC2C(=O)O)sc2c1CCCC2 (centres undefined)
    -1.1	106	11	26	5	104	13	94	4
> c1ccc(-c2csc3ncnc(N4CCOCC4)c23)cc1
    0.4	99	2	-2	2	105	10	101	2
> Cc1ccccc1OCCCC(=O)Nc1nccs1
    -0.4	94	4	1	-1	93	1	93	0
> O=C(O)CCC(=O)N1CCc2cc(S(=O)(=O)Nc3ccc4c(c3)OCCO4)ccc21
    1.3	108	3	3	2	94	-16	98	3
> CC(C)CCn1c(Oc2ccccc2Cl)nc2c1c(=O)n(C)c(=O)n2C
    -1.2	86	-1	-1	2	104	2	80	2
> O=[N+]([O-])c1cccc(S(=O)(=O)NCc2ccncc2)c1
    1.6	100	6	2	3	120	-6	107	3
> CCN(CC(=O)Nc1c(F)cccc1F)C(=O)c1cnc(C)cn1
    .	93	4	-2	-3	94	5	100	1
> COc1ccc(CC(=O)Oc2ccccc2[N+](=O)[O-])cc1
    1.1	98	6	0	3	118	22	111	1
> CC(C)c1onc(C(=O)NC2CCCC2)c1[N+](=O)[O-]
    0.5	98	11	-7	-3	89	-7	95	3
> C[C@@H]1CC=C[C@H]2[C@H]1C(=O)N(Cc1ccccc1)[C@H]2c1ccc(Br)cc1F
    1.1	101	11	0	3	99	0	96	1
> N#Cc1c(Cl)cccc1N1CCC(C(N)=O)CC1
    0.6	100	3	0	2	88	-2	105	0
> O=C(Nc1ccc2c(c1)N(S(=O)(=O)c1cccs1)CCC2)c1c(F)cccc1Cl
    1.8	107	6	-5	2	97	0	93	1
> CC1=Nc2nc(N3CCCCCC3)c(C#N)c3c4c(nc(c23)N1)N(c1ccc2ccccc2c1)C(=O)C4
    0.7	96	7	-6	-2	93	-3	89	0
> Cc1cccc(NC(=O)C2CCCN(S(=O)(=O)c3c(C)nn(C)c3C)C2)n1 (centres undefined)
    -0.8	98	9	2	0	99	8	95	0
> CN(c1ccc(C(=O)NCCSC(C)(C)C)cc1)S(=O)(=O)c1ccccc1
    5.0	107	1	-2	4	99	6	107	0
> Nn1c(SCC(=O)NC(=O)NCc2ccccc2)nnc1C1CC1
    1.4	97	-5	0	-3	93	-7	102	0
> O=C(NCc1ccco1)c1sc2cccc(F)c2c1Cl
    1.3	99	1	6	5	102	-1	89	2
> Cc1ccc2c(c1)c(N=NC(N)=O)c(O)n2C
    1.0	99	-7	-2	1	86	-4	98	1

Part of the list above, showing only GRK2 aptamer HTS:
| canonical_smiles | GRK2 aptamer HTS |
| --- | --- |
| COCCNc1nc2ccccc2n1CC(=O)c1ccc(OC)c(OC)c1 | 0 |
| COc1ccccc1C(=O)NCCCNC(=O)c1cccnc1 | 0 |

(continued)
Screens in order: MEX-5 binding	AGP1 TOR yeast	GLD-1 TGE inh	MCL1-BIM inh	BCLXL inh	Yeast superoxide	VLA-4 inh	CIT2 TOR yeast	GRK2 aptamer HTS
> O=C(Cc1ccc([N+](=O)[O-])cc1)N/N=C/c1ccco1
    -0.5	99	4	4	3	115	27	92	1
> Cc1cccn2cc(-c3ccc(S(=O)(=O)N4CCOCC4)cc3)nc12
    0.6	101	-3	-10	2	95	6	98	1
> CC1(C)NC(=O)N(CC(O)Cn2nnc3ccccc32)C1=O (centres undefined)
    0.0	106	0	-1	5	86	-1	112	2
> Cc1ccc(C(c2cc(Br)ccc2O)N2CCSCC2)cc1 (centres undefined)
    -1.3	100	4	4	1	91	0	93	0
> CCOc1ccc(S(=O)(=O)Nc2cccc(N(C)S(C)(=O)=O)c2)cc1
    0.3	99	4	6	-1	110	4	99	0
> COc1ccc(Nc2cc(C)nc(N)n2)cc1
    -1.0	103	-2	1	-1	96	13	100	0
> Cc1ccc(S(=O)(=O)N2CCN(c3ccc([N+](=O)[O-])cn3)CC2)cc1
    3.7	99	1	0	1	107	16	101	0
> CN(c1ccccc1)S(=O)(=O)c1cccc(NC(=O)CCNC(=O)c2ccc([N+](=O)[O-])cc2)c1
    .	95	5	.	.	84	3	101	0
> Cc1ccc(C(=O)N2CCN(Cc3ccc4c(c3)OCO4)CC2)c(Cl)c1
    1.3	94	4	4	8	92	1	102	3
> O=C(Nc1ccc2c(c1)nc1n2CCN(Cc2ccccc2)C1)NC1CCCCC1
    0.4	102	2	6	10	131	21	104	0

6 records drawn at random from the list so far:
Screens in order: MEX-5 binding	AGP1 TOR yeast	GLD-1 TGE inh	MCL1-BIM inh	BCLXL inh	Yeast superoxide	VLA-4 inh	CIT2 TOR yeast	GRK2 aptamer HTS
> CCOc1ccc(S(=O)(=O)Nc2cccc(N(C)S(C)(=O)=O)c2)cc1
    0.3	99	4	6	-1	110	4	99	0
> CC1(C)NC(=O)N(CC(O)Cn2nnc3ccccc32)C1=O (centres undefined)
    0.0	106	0	-1	5	86	-1	112	2
> O=C(Nc1ccc2c(c1)nc1n2CCN(Cc2ccccc2)C1)NC1CCCCC1
    0.4	102	2	6	10	131	21	104	0
> Cc1cccn2cc(-c3ccc(S(=O)(=O)N4CCOCC4)cc3)nc12
    0.6	101	-3	-10	2	95	6	98	1
> Cc1ccc(C(c2cc(Br)ccc2O)N2CCSCC2)cc1 (centres undefined)
    -1.3	100	4	4	1	91	0	93	0
> COc1ccc(Nc2cc(C)nc(N)n2)cc1
    -1.0	103	-2	1	-1	96	13	100	0

Other records follow.
Screens in order: MEX-5 binding	AGP1 TOR yeast	GLD-1 TGE inh	MCL1-BIM inh	BCLXL inh	Yeast superoxide	VLA-4 inh	CIT2 TOR yeast	GRK2 aptamer HTS
> CCCOc1cccc(-c2nnc(NC(=O)c3ccco3)s2)c1
    -3.8	104	0	4	3	93	1	105	13
> COCCOC(=O)C1=C(C)N=C2SCCC(=O)N2C1c1ccc(C(=O)OC)cc1 (centres undefined)
    1.1	104	1	-5	1	92	17	103	0
> Cn1c(CN2CCOCC2)nc2cc(NC(=O)COc3ccc([N+](=O)[O-])cc3)ccc21
    1.3	122	6	7	0	89	0	113	2
> O=C(Cc1cccc2ccccc12)NCC(=O)N1CCN(Cc2cccc(C(F)(F)F)c2)CC1
    .	95	2	-3	-5	83	-1	100	0
> C/C=C1\COC(C(=O)NCc2cccc(OC)c2OC)(C(F)(F)F)C=C1C=C1CCCCC1 (centres undefined)
    0.0	86	1	9	1	95	-6	86	1
> CN1C2C=C3C(C#N)=C(N)C(C#N)(C#N)[C@@H](c4cccs4)C3C1CC2 (some centres undefined)
    -11	100	33*	46*	43*	98	5	99	2
> CCOC(=O)c1c(NC(=O)c2ccnn2C)sc(C)c1C
    1.2	95	-1	3	0	92	4	96	4
> NC(=O)c1c(NC(=O)c2ccc(S(=O)(=O)N3CCOCC3)cc2)sc2c1CCCCC2
    -1.0	100	-3	0	6	92	6	102	1
> COc1cc(CNc2nc3ccccc3[nH]2)cc(OC)c1OC
    0.0	104	5	6	3	92	1	.	0
> CC(C)Oc1cccc(C(=O)NC(=S)Nc2ccc(Cl)c(C(=O)O)c2)c1
    0.5	94	1	7	7	124	2	99	3

Bioassay records as filed in PubChem.
